Assay outcomes (PubChem)
DUSP3 inh: DUSP3 (human) phosphatase inhibition. P51452. recombinant VHR phosphatase, pNPP absorbance. inhibition, % at 13.3 µM. 0.52% of 290,000 active; in the data active means inhibition above about 50%; further: some compounds called inactive have numbers as strong as hits
Target sequence (P51452 whole entry, looked up): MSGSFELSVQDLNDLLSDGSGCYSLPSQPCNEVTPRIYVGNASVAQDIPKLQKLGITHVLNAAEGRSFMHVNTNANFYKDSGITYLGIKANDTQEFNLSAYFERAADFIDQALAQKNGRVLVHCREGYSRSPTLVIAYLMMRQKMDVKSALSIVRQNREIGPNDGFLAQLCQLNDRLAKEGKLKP
SSB-PriA inh: K. pneumoniae PriA-SSBct interaction inhibition; 0.6% of 430,000 active; AID 1272365; inhibition, % at 33 µM; AlphaScreen SSBct-PriA binding, biotinylated peptide; in the data active means inhibition mostly above about 37%, no sharp cut-off; inactive means mostly below about 20%;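 further: plate controls were negative control peptide for no effect and reference peptide for full effect; strong numbers were not always called active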
MazF activator: activators of E. coli MazEF toxin-antitoxin RNase. FAM/BHQ RNA-DNA oligo cleavage fluorescence, 5 h. activation, % at 20 µM. 0.32% of 350,000 active; in the data active means activation above about 50%
Target sequence (P0AE70 whole entry, looked up): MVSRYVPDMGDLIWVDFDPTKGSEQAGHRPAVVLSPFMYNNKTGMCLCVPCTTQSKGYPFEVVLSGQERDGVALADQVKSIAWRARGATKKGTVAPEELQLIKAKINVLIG
SARS 3CLpro inh: SARS-CoV 3CLpro protease inhibition | AID 1706 | P0C6X7 | inhibition, % at 6 µM | recombinant SARS-CoV 3CLpro, quenched FRET peptide cleavage | 0.14% of 290,000 active; in the data active means inhibition above about 12%
BH1578 lux ind: inducers of Vibrio cholerae quorum light production without autoinducers; V. cholerae BH1578 lux reporter, luminescence, 6 h; activation, % at 18.7 µM; 0.16% of 350,000 active; in the data active means activation mostly above about 9.7%, no sharp cut-off; further: not every result past the cut was called active; inactives centre near 0; reference of the scale not given here
Y pestis TopoI: Y. pestis Topo-I inhibition via cleavage products. Y. pestis Topo-I cleavage product accumulation, plate reader. activity, % at 10 µM. 0.064% of 360,000 active. AID 504884; in the data active means activity above about 50%, passing the limit was not always enough; further: inactives centre near 2
TcdB inh: blocks C. difficile toxin B glycohydrolase activity. P18177. TcdB glycohydrolase enzymatic assay, plate reader. inhibition, % at 9.99 µM. 0.24% of 350,000 active; in the data active means inhibition above about 10%
Rv3671c inh: inhibits the M. tuberculosis serine protease Rv3671c. inhibition, % at 5.96 µM. 0.048% of 320,000 active. AID 2606; in the data active means inhibition above about 38%;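 further: extracellular domain of Rv3671c used as enzyme; 0% = enzyme with DMSO and 100% = no enzyme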
Target sequence (P9WHR9 whole entry, looked up, the tested form may be a part): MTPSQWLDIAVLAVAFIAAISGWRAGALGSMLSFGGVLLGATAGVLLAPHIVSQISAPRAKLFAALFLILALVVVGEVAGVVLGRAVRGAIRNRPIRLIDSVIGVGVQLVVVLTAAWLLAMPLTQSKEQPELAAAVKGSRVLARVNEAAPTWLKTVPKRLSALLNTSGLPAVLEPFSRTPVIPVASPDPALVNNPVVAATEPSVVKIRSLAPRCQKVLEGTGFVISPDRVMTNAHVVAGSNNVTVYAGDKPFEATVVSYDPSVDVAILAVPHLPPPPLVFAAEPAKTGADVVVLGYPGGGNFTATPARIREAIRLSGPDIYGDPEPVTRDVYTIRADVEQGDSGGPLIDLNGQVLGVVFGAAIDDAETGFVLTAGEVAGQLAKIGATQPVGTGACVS
PfHsp40 yeast: restores yeast growth despite PfHsp40 toxicity. S. cerevisiae expressing PfHsp40, growth rescue, ATP luminescence. growth rescue, % at 12.5 µM. 0.68% of 340,000 active. AID 504582; in the data active means growth rescue above about 28%, passing the limit was not always enough;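 further: yeast W303a lacking pdr1 and pdr3 grown in galactose medium; growth measured after three days at 30 °C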
Anthrax LF inh2: anthrax lethal factor protease inhibition | P15917 | multiplex microsphere protease cleavage assay, LF | inhibition, % at 10 µM | 0.12% of 360,000 active | AID 588501; in the data active means inhibition above about 30%; further: plate controls were buffer without enzyme for full effect and enzyme alone for no effect
* marks the source's active call; other numbers are inactive results; i = inactive; x = not tested or not shown; & = joins results of further samples. This is a subset; the hit share may differ from the screen's.

SMILES	DUSP3 inh	SSB-PriA inh	MazF activator	SARS 3CLpro inh	BH1578 lux ind	Y pestis TopoI	TcdB inh	Rv3671c inh	PfHsp40 yeast	Anthrax LF inh2
Cc1ccccc1OCc1nc(-c2ccc(Br)o2)no1	11	-63	-2	0	-0.3	20	1.9	-6	5.3	-6
COC(=O)c1cc(S(=O)(=O)NCC2CCN(CCc3ccc(OC)cc3)CC2)cn1C	2	-4	-5	-2	i	3	0.4	1	1.1	-3
COC(=O)C1=C(c2ccccc2OCc2ccccc2)C[C@@H]2CC[C@H]1N2C	x	x	9	x	0.6	1	-7.8	x	x	0
NC(=O)COc1ccccc1/C=C1/SC(=O)N(CC(=O)N2CCc3ccccc3C2)C1=O	8	2	10	3	0.6	9	2.1	-2	0.6	-1
Clc1ccc(SCCOCCN2CCCCCC2)cc1	14	-4	-1	2	0.8	-1	0.2	-3	2.1	12
Cn1nccc1NS(=O)(=O)c1ccc(C(C)(C)C)cc1	16	-12	8	3	-0.7	-4	-0.2	-1	-0.2	-2
NC(=O)C1CCN(S(=O)(=O)c2ccccc2[N+](=O)[O-])CC1	18	-15	8	0	-1.8	-18	-1.4	-4	-0.3	-4
CCOc1ccc(NC(=O)C2CCCN2C(=O)OCc2ccccc2)cc1 (stereo unspecified)	8	-18	4	2	i	-3	0.7	0	0.0	-1
O=C(COc1ccc(Br)cc1CO)Nc1ccccc1	18	-14	3	0	-0.1	5	x	-2	-0.2	0
Cc1nc2n(n1)CC(O)CS2 (stereo unspecified)	38	-9	0	1	i	-4	x	0	-0.6	-1
CCN(CC(=O)Nc1ccc(S(=O)(=O)N2CCCC2)cc1)CC(=O)Nc1ccccc1C(F)(F)F	x	-8	-1	x	-0.9	13	1.6	-14	1.1	-2
O=C(CCCOc1ccc(Cl)cc1Cl)n1nnc2ccccc21	26	-13	-2	0	i	5	1.4	-10	12	-9
Cc1ccc(C(=O)O/N=C(\N)c2ccc(Br)cc2)cc1	4	i	-6	-5	11	3	x	-4	0.7	0
C=CCn1c(NC(=O)c2ccc(C)cc2)nc2ccccc21	54*	12	11	-1	-0.4	-11	-0.1	3	-1.0	-11
CN(C)CC(=O)Nc1ccc2cn[nH]c2c1	14	-4	-1	4	i	1	0.0	0	0.4	-2
CC(=O)OCc1cc(-c2nn(C)c(=O)c3ccccc23)ccc1C	4	-8	6	-3	i	-1	1.0	-1	0.3	1
Nc1ccc2c(c1)N1CCN=C1S2	2	0	2	-6	-12	15	x	3	0.3	-2
C[C@@H]1C=C(C(=O)NCc2ccccc2)O[C@H](OCc2ccc(CO)cc2)C1	12	-8	7	2	i	4	-1.4&1.4	-4	-1.1	0
COc1ccccc1OCCOCCOc1ccc(C)cc1[N+](=O)[O-]	-7	-23	-2	0	i	20	-0.5	-6	0.1	2
OCCNCCOc1ccccc1-c1ccccc1	-6	-1	6	1	0.5	3	x	0	-1.6	-1
Cn1ccnc1Sc1ccc(/C=N/NC(=O)c2ccccc2O)cc1[N+](=O)[O-]	4	x	-2	-4	3.8	1	x	-6	-0.5	-3
COCCn1c(SCC(=O)Nc2ccc(S(=O)(=O)N3CCOCC3)cc2)nc2ccccc21	49	-7	-3	3	i	-4	x	-3	0.3	-6
O=C(c1ccc2c(c1)OCCO2)N1CCCC(CNS(=O)(=O)c2cccs2)C1 (stereo unspecified)	3	-5	11	-1	1.4	7	0.3	-3	-0.5	0
Cc1ccc(-n2nnnc2SCC(=O)NC(=O)Nc2ccc3c(c2)OCCO3)cc1	21	-20	-8	-4	i	39	-0.1	-3	3.4	-3
COc1ccc(C(=O)Nc2ccccn2)cc1S(=O)(=O)N1CCOCC1	-6	10	5	-4	i	-1	-0.7	-13	-0.5	-2

Two of the compounds above, with two lines to a compound:
The line under a structure holds: DUSP3 inh	SSB-PriA inh	MazF activator	SARS 3CLpro inh	BH1578 lux ind	Y pestis TopoI	TcdB inh	Rv3671c inh	PfHsp40 yeast	Anthrax LF inh2
CN(C)CC(=O)Nc1ccc2cn[nH]c2c1
    14	-4	-1	4	i	1	0.0	0	0.4	-2
COC(=O)c1cc(S(=O)(=O)NCC2CCN(CCc3ccc(OC)cc3)CC2)cn1C
    2	-4	-5	-2	i	3	0.4	1	1.1	-3

Going on with the list:
SMILES	DUSP3 inh	SSB-PriA inh	MazF activator	SARS 3CLpro inh	BH1578 lux ind	Y pestis TopoI	TcdB inh	Rv3671c inh	PfHsp40 yeast	Anthrax LF inh2
CCCc1cc(=O)oc2c3c(cc(OCC(=O)NCc4ccccn4)c12)OC(C)(C)CC3	25	-14	-2	0	-0.6	27	x	3	-0.9	-4
O=C(C1CCCO1)N1CCN(c2ncccn2)CC1 (stereo unspecified)	4	-3	-7	1	-0.5	-1	x	7	-0.4	1
CC(=O)NC(CC(=O)OCC(=O)N1CCN(S(=O)(=O)c2ccc(C)cc2C)CC1)c1ccccc1 (stereo unspecified)	x	-8	-5	x	0.7	12	-7.7	5	0.0	-2
O=C(CN1CCOCC1)N/N=C/c1ccc(-c2ccc(C(=O)O)cc2)o1	-20	i	0	-3	-0.4	1	0.6	2	-0.9	0
CC(C)c1nc(SCC(=O)Nc2ccc(N(C)C)cc2)c2ccccc2n1	36	2	7	-4	0.9	5	-11	3	0.2	0
O=Cc1ccc(C(=O)OCC(=O)NCCC2=CCCCC2)cc1	x	-7	2	x	i	12	-1.1	2	-0.1	6
Cc1oc2c(cc(NS(=O)(=O)c3ccc(C(C)C)cc3)c3ccccc32)c1C(=O)O	-1	0	-147	-1	-0.8	-6	-0.5	-14	-0.7	-2
Cc1ccc(S(=O)(=O)N2CCN(C(=O)c3nn(C(C)C)c(=O)c4ccccc34)CC2)cc1C	6	-7	-4	-1	0.4	6	x	1	3.0	-2
O=C(CSc1cccc[n+]1[O-])C12CC3CC(CC(C3)C1)C2	17	-10	0	3	-3.6	-9	-0.2	-1	-1.9	-7
Cn1c(SCC(=O)NNC(=O)Nc2ccccc2)nnc1-c1ccccc1	19	-7	1	-4	-0.1	-2	-0.5	6	-0.7	14
CN(C(=O)COC(=O)c1ccc(=O)n(Cc2ccccc2)n1)C1CCS(=O)(=O)C1 (stereo unspecified)	x	-9	0	x	i	-5	1.7	-4	-0.6	1
O=C(NS(=O)(=O)c1ccc(Cl)s1)c1ccccc1	0	-10	9	-3	i	5	1.6	6	-0.6	1
COc1ccc(CCNC(=O)c2cc(-c3ccccc3)c(N3CCOCC3)s2)cc1OC	x	5	2	x	-0.3	28	2.7	3	5.3	-3
Cc1cccc(CN2CCC(n3nccc3NC(=O)c3ccccc3C)CC2)n1	14	-7	4	2	-0.8	9	0.7	-10	-2.2	-5
O=C(NC(=S)Nc1ccc(Cc2ccncc2)cc1)c1ccc(F)cc1	0	-11	3	1	-3.6	13	0.6	-5	4.9	0
O=S(=O)(c1cccs1)N1CCN(c2ccc(O)cc2)CC1	-5	-1	9	0	-0.2	3	-1.4	-10	-0.3	2
CN(Cc1ccc(Cl)cc1)C(=O)COC(=O)c1ccc(-c2ccc(O)cc2)cc1	x	-6	-24	x	1.1	0	0.0	-13	-1.0	-4
COc1ccccc1N1CC(C(=O)NC2CCCCCC2)CC1=O (stereo unspecified)	x	-8	3	x	i	-5	0.6	-2	-1.4	6
CC(=O)c1ccc(NC(=O)COC(=O)c2ccccc2Nc2ccccc2)cc1	45	-20	-4	1	i	8	x	-9	-0.2	-2
COCc1cc(=O)n2[nH]c(SC)nc2n1	11	-2	2	4	-0.7	2	x	-7	0.4	-3
O=C(NCc1cccc2ccsc12)c1cccs1	x	-30	-1	x	-1.2	-3	1.5	-1	4.7	-3
O=C(O)C1CC1(c1ccccc1)c1ccccc1 (stereo unspecified)	-4	-7	-19	-1	-0.5	-4	1.1	1	0.6	-5
CNC(=O)C(=O)NCC1OCCN1S(=O)(=O)c1ccc2c(c1)OCCO2 (stereo unspecified)	10	-4	-4	-2	-0.1	-3	0.2	-4	-0.2	0
C(=N\NC1=NCCCCC1)/c1c[nH]c2ccccc12	-3	x	12	-9	-0.2	-1	1.0	0	0.0	x
O=c1c2cnn(-c3ccccc3)c2ncn1Cc1cccc(Cl)c1	26	-19	-4	1	-0.3	-1	1.4	5	-1.0	-2
SMILES	DUSP3 inh	SSB-PriA inh	MazF activator	SARS 3CLpro inh	BH1578 lux ind	Y pestis TopoI	TcdB inh	Rv3671c inh	PfHsp40 yeast	Anthrax LF inh2
CC(NC(=O)C(=O)NCCN1CCN(C(=O)c2ccccc2Br)CC1)c1ccccc1 (stereo unspecified)	-4	3	-11	2	-0.3	5	1.1	8	1.2	-2
C/C=C/C(=O)N1CC2(CC(c3cccc(NC(=O)CC(c4ccccc4)c4ccccc4)c3)=NO2)C[C@H]1C(N)=O (stereo partly specified)	-16	-2	0	x	0.6	27	1.7	1	-0.2	-4
CCC1=C(OC(=O)N(CC)CC)N2C(=O)OC(=NCCOC)[C@]2(Cc2ccccc2)[C@H]2C1=CC[C@H]1C(=O)NC(=O)[C@H]12	7	-2	-2	x	-1.4	7	0.6	-7	0.6	-8
O=C(CCCc1nc(-c2ccccc2Cl)no1)NC1CCCC1	7	-19	-7	-6	-0.4	5	0.9	-4	-1.4	0
CC1CCC(C(C)C)C(OC(=O)Cn2c(COc3ccccc3)[n+](C)c3ccccc32)C1 (stereo unspecified)	2	5	-19	6	-3.3	10	3.4	-5	0.8	-10
N#C/C(=C\c1ccc(-c2ccccc2[N+](=O)[O-])o1)C(N)=O	5	3	1	-1	-0.2	-1	0.3	11	0.6	0
CCc1cc2c(cc3c(=O)n(CC(=O)NCCCN(CC)CC)nc(CC)n32)s1	17	-8	17	1	7.1	7	x	-4	-0.6	2
Cc1ccc(-c2noc(CSc3nnc(Cc4ccccc4)n3-c3ccc(Cl)cc3)n2)cc1	16	-22	-9	11	i	3	3.0	-9	0.4	-5
Cc1c(C(=O)/C=C/c2cccs2)oc2ccc(F)cc12	2	-9	8	5	-1.0	5	x	6	0.5	15
CCOC(=O)N1CCN(Cc2nc3cc(NC(=O)c4ccco4)ccc3n2CC)CC1	24	-3	-4	-3	-1.9	12	1.2	-5	0.8	0
COC(=O)CNC(=O)CSc1nc2sccc2c(=O)n1-c1ccccc1	10	-11	8	3	-0.2	-4	0.7	-8	0.5	-1
O=C(c1ccco1)c1cn(CC(=O)N2CCCC2)c2ccccc12	25	-22	-2	2	-0.2	10	2.2	4	-1.3	-4
O=C(OC1CCN(c2ncc(C(F)(F)F)cc2Cl)CC1)c1ccccc1	20	-17	-6	-1	-0.3	27	x	2	0.2	-3
CCOC(=O)c1c(CN2CCN(c3ccccc3)CC2)oc2cc(Br)c(O)cc12	13	18	-1	1	i	17	1.5	-19	1.1	0
Cc1ccc(C(=O)N2CCN(S(=O)(=O)c3cc(Br)ccc3Br)CC2)o1	30	-1	2	7	i	1	0.9	6	-0.1	5
CC1CN(C(NC(=O)c2ccccc2)C(Cl)(Cl)Cl)CC(C)O1 (stereo unspecified)	29	5	7	9	0.1	-12	x	x	-1.3	0
CC(=O)Nc1ccc(S(=O)(=O)N2CCC(NC(=O)C(Cc3ccc(C)cc3)NC(C)=O)CC2)cc1 (stereo unspecified)	39	-8	3	5	-3.8	-1	0.9	x	-3.6	-2
CCOC(=O)c1c(/N=C/N(C)C)sc(C(=O)OC)c1C	14	x	1	1	-3.6	-10	0.9	-2	2.2	-2
CC(=O)c1ccc(NC(=O)c2cc(C)nc3ccccc23)cc1	4	-18	-3	-2	-0.3	-8	0.4	-2	-1.0	-6

Random excerpt: 2 entries already listed
SMILES	DUSP3 inh	SSB-PriA inh	MazF activator	SARS 3CLpro inh	BH1578 lux ind	Y pestis TopoI	TcdB inh	Rv3671c inh	PfHsp40 yeast	Anthrax LF inh2
N#C/C(=C\c1ccc(-c2ccccc2[N+](=O)[O-])o1)C(N)=O	5	3	1	-1	-0.2	-1	0.3	11	0.6	0
CCc1cc2c(cc3c(=O)n(CC(=O)NCCCN(CC)CC)nc(CC)n32)s1	17	-8	17	1	7.1	7	x	-4	-0.6	2
